# Source: PubChem BioAssay
# NPYLR7 agonist: activates Aedes aegypti NPYLR7 receptor; HEK293T NPYLR7/Galpha15, GCaMP6s calcium fluorescence; activation, % at 10 µM; 270,000 compounds, 0.15% hits; in the data active means activation above about 40%;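 further: 0% = vehicle and 100% = reference agonist at the receptor; some compounds past the cut are filed as inactive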
# hcGAS lum: blocks human cGAS activity. 290,000 compounds, 0.081% hits. recombinant h-cGAS, ATP depletion, Kinase-Glo luminescence. Q8N884. inhibition, % at 12.5 µM;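 further: 0% = vehicle reaction and 100% = reaction without DNA for no activity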
# Target sequence (Q8N884 whole entry, looked up): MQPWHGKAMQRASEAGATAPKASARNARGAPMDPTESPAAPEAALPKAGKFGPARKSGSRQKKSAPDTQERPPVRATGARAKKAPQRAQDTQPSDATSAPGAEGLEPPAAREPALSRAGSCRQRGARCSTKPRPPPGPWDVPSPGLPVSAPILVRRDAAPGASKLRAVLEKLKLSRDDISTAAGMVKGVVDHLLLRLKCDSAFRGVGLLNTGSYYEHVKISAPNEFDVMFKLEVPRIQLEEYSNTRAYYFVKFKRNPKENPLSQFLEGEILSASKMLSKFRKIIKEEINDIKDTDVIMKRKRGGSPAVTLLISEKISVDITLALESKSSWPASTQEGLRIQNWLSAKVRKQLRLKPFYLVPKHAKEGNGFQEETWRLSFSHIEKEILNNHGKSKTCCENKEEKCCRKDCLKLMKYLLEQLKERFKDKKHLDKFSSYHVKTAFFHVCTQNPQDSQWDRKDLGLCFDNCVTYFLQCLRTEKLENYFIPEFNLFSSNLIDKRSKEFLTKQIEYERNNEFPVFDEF
# mcGAS inh: blocks mouse cGAS activity; recombinant cGAS, Kinase-Glo ATP depletion luminescence; inhibition, % at 12.5 µM; 160,000 compounds, 0.15% hits;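 further: 0% = negative control wells and 100% = reference inhibitor with no enzyme activity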
# * marks the source's active call; other numbers are inactive results; . = not tested or not shown; & = joins results of further samples. Unless noted, no stated cut-off is given here; in the data, active means inhibition above about 40%; inactive means the rest.
SMILES,NPYLR7 agonist,hcGAS lum,mcGAS inh
CCc1cc(N(C)CCCO)nc(N2CCCC2)n1,2.4,-2.2,.
CCCCOC(=O)Nc1cc(C)c(Cl)cc1OC,3.2,0.5,.
O=C(c1cccc(Cl)c1)N1CCC2(CC1)SCCN2C(=O)c1cccs1,-5.2,-0.7,-3.2
Cc1cc(NC(=O)Cc2cccs2)n(-c2nc(-c3ccccc3)cs2)n1,-8.0,-8.4,-9.6
Cc1ccc(CN(Cc2ccc3c(c2)OCO3)C(=O)CN(CC2CCCO2)C(=O)c2ccc(F)cc2)o1 (configuration not stated),-14.7,3.2,-0.5
CN(C(=O)Cn1nc(-c2ccco2)oc1=O)c1ccc([N+](=O)[O-])cc1,-0.9,-2.3,-6.0
O=C(NC[C@H]1C[C@H]2C=C[C@H]1C21CC1)c1coc(CN2CCN(Cc3ccccc3)CC2)n1,3.7,-2.6,.
COc1ccc(Cc2nc3ccc(C(=O)N(C)Cc4nccs4)cc3o2)cc1OC,3.3,-1.0,.
CC(C)NC(=O)c1ccccc1NC(=S)NC(=O)/C=C/c1ccccc1Cl,1.1,0.8,.
C=c1ccccc1=C1NNC(=Nc2ccc(F)c(F)c2F)O1,13.4,-17.8,.
CCCCc1ccc(S(=O)(=O)NC(=O)C2(C)CCN2C(=O)CCC)cc1 (configuration not stated),-4.2,-8.0,-3.5
CO[C@H]1CN(C(=O)C(c2ccccc2)c2ccccc2)[C@H]2CC[C@@H](O)[C@@H]1C2,19.8,-5.1,-8.6

# Some entries already given with just mcGAS inh and NPYLR7 agonist:
SMILES	mcGAS inh	NPYLR7 agonist
CCc1cc(N(C)CCCO)nc(N2CCCC2)n1	.	2.4
CCCCOC(=O)Nc1cc(C)c(Cl)cc1OC	.	3.2
O=C(c1cccc(Cl)c1)N1CCC2(CC1)SCCN2C(=O)c1cccs1	-3.2	-5.2

# (listing goes on)
SMILES,NPYLR7 agonist,hcGAS lum,mcGAS inh
CC(NC1CCN(c2ccc(NC(=O)c3cnccn3)cc2)CC1)c1cnn(-c2ccccc2)c1 (configuration not stated),14.3,-8.3,-10.3
CC(C)NC(=O)c1cc(Br)c(Br)s1,8.5,-10.4,.
CCc1nc(SCC(=O)N2CCC3(CN(C)C(=O)O3)C2)n[nH]1 (configuration not stated),6.5,2.2,.
O=C(CC1NC(=O)c2ccccc21)NCc1cccnc1-n1ccnc1 (configuration not stated),5.4,-4.9,.
c1ccc(C(OCC2CO2)c2ccccc2)cc1 (configuration not stated),2.5,1.2,.
COCCC1CCN(C(=O)CN(C)C(=O)Cc2c(C)noc2C)CC1,.,3.4,-2.5
Cc1nc(C2CCN(C(=O)CCc3ccc(C(C)C)cc3)CC2)n[nH]1,3.2,-8.0,.
COc1ccc(C(=O)N2CCN(C(c3ccccc3)c3ccc(C)cc3)CC2)cc1F (configuration not stated),-1.3,-7.3,-6.4
CN(C)CCOC(=O)NCC12CC3CC(CC(C3)C1)C2,-4.1,-4.6,.
CCCCN(C(=O)c1cc2c(C)nn(Cc3ccccc3Cl)c2s1)C1CCS(=O)(=O)C1 (configuration not stated),-2.9,-9.9,-1.1
COc1cc(-c2n[nH]c(CCc3ccccc3)n2)ccn1,28.0,-3.8,-9.0
C=CCNC(=O)Cn1c(-n2nc(C)cc2C)nc2c(c1=O)CCCC2,.,-3.3,-5.9
CN=c1scc(C)n1/N=C(\C)c1cccc(F)c1,-2.5,-3.4,.
CNS(=O)(=O)c1ccc(S(=O)(=O)N(C)c2ccccc2C(=O)OC)cc1,7.1,-7.9,.
O=C(C(Cl)Cl)N1CCN(c2nccc(-c3ccc4c(c3)OCO4)n2)CC1,3.6,-7.3,-7.4
CON(C)CC(O)Cn1cc(Nc2cc(C)nc(C(C)(C)C)n2)cn1 (configuration not stated),4.1,-4.6,.
Cc1cccc(C)c1OC1CN(C(=O)c2ccn3nnnc3c2)C1,-0.5,-9.8,-12.9
CCC(C)N(CCC(=O)Nc1ccc(C)cc1)c1nc(Cc2cccc(OC)c2)ns1 (configuration not stated),-11.2,3.6,2.6
CCNC(=O)N(Cc1cccc(OC)c1)CC1CC(c2cccc(F)c2)=NO1 (configuration not stated),20.7,-12.0,-6.2
O=C(O)c1cccc(-c2ccc(/C=N\Nc3nc(N4CCOCC4)nc(N4CCOCC4)n3)o2)c1,-3.2,-1.7,-2.0
COCCOc1ccccc1CNc1ccn(C)n1,1.4,-4.8,.
COc1ccc(Cl)c2sc(N3CCN(C(=O)C4=COCCO4)CC3)nc12,8.3,-5.2,.
Cc1ccc(-c2ccc(SCC(N)=O)nn2)cc1,-0.3,-3.0,-0.2
CC(=O)Nc1nc(C(=O)Nc2cc(F)ccc2OCC(F)(F)F)cs1,9.3,-2.9,.

# One compound at a time, from the list above:
# `Cc1ccc(-c2ccc(SCC(N)=O)nn2)cc1` in the list: NPYLR7 agonist = -0.3; hcGAS lum = -3.0; mcGAS inh = -0.2
# `O=C(O)c1cccc(-c2ccc(/C=N\Nc3nc(N4CCOCC4)nc(N4CCOCC4)n3)o2)c1` in the list: NPYLR7 agonist = -3.2; hcGAS lum = -1.7; mcGAS inh = -2.0

# Next entries follow:
SMILES,NPYLR7 agonist,hcGAS lum,mcGAS inh
COc1cccc(NC(=O)C(C2CCCC2)N2CCN(C(=O)c3ccc([N+](=O)[O-])cc3)CC2)c1 (configuration not stated),9.8,-5.9,-5.8
O=C(O)c1c(Cl)c(Cl)c(Cl)c(Cl)c1C(=O)N1CCCCCC1,-14.6,-6.6,.
CCCCN1Cc2cccc(NC(=O)Cc3csc(CC)n3)c2C1,-0.2,-7.6,.
CNC(=O)Cc1csc(SCC(=O)c2ccccc2)n1,.,1.6,-1.9
CCOC(=O)c1cc(-c2cccc(NC(=O)[C@@H]3C[C@H]3c3ccccc3)c2)n(-c2ccccn2)n1,24.3,-2.8,-6.5
CCCNC(=O)C12N=CNN=C1N(C)C(=O)N2C (configuration not stated),18.1,-4.1,-2.9
O=C(CN1CCN(CCC(=O)Nc2ccc(Cl)cc2F)CC1)Nc1ccc(F)cc1,0.8,2.7,.
CCOc1cccc(-c2cc(NCCc3cccnc3)n3nccc3n2)c1,-2.6,-3.6,-2.7
Cc1cc(C)c(S(=O)(=O)NCCc2csc3nc(-c4ccccc4)nn23)c(C)c1,-8.7,-8.6,-7.5
COc1ccc2[nH]cc(CCNc3ccc(S(=O)(=O)C(C)(C)C)nn3)c2c1,.,-7.8,-7.3
O=C1NC(=O)C2C1Sc1c(sc(=O)n1Cc1ccccc1)C2c1c[nH]c2ccccc12 (configuration not stated),-3.1,-3.3,.
CCOC(=O)C1=C(C)NC(C)=C(C(=O)OC)C1c1cccc(Cl)c1Cl (configuration not stated),-1.6&-1.8&-0.3,-2.0&-2.6&-3.5,-4.7
COC(=O)c1ccc(S(=O)(=O)N2CCC(OC(C)C)CC2)o1,3.9,-7.5,.
CCOc1cc(C2CC(=O)Nc3c2c(C)nn3-c2ccc(Cl)nn2)ccc1OC (configuration not stated),-6.4,-0.1,.
Cn1nnc2c(Nc3ccc(F)cc3F)ncnc21,23.1,-7.8,.
CN(Cc1cccc(C(=O)Nc2nccn2C)c1)C1Cc2ccccc2C1,3.2,-3.4,-9.8
O=C(CCCl)Nc1ccc2c(c1)OCO2,-2.7,-3.6,-5.9
CNc1nc2cnc(Nc3cccnc3)cc2n1Cc1ccc(OC)c(OC)c1,9.7,-4.9,-8.0
Cc1[nH]c(=S)c(C#N)c2c1C1(C)CCC3C(CC=C4CC(O)CCC43C)C1C2 (configuration not stated),3.2,-7.2,.
Cc1c(-c2ccccc2)sc(NC(=O)CN2CCCC2C(=O)N(C)C)c1C(=O)N1CCOCC1 (configuration not stated),13.2,-18.6,-5.0
CCn1cc(SC(=N)N)c2ccccc21,-6.8,-7.5,-6.9
CCOc1ccc(-n2c(SCC(=O)Nc3nccs3)nc3c([nH]c4ccccc43)c2=O)cc1,0.4,3.1,-1.6
CCOc1cc(/C=C2\C(=O)N(c3cccc(Cl)c3)N=C2C)ccc1OC(C)=O,-0.2,0.8,-1.0
Cc1c(CCNS(=O)(=O)c2ccc3c(c2)OCCO3)sc2nc(-c3ccc(F)cc3)nn12,0.9,-5.5,-8.6
O=C1CCC(C(=O)N(CC2CCN(C3Cc4ccccc4C3)CC2)CC2CCCO2)=NN1 (configuration not stated),.,-6.8,-11.8
COc1ccc(CCN(C(=S)Nc2ccccc2)C2CC(=O)N(c3ccc(OC)cc3)C2=O)cc1 (configuration not stated),0.4,-3.0,2.2
CCc1ccccc1NC(=O)Cn1nc(-c2ccccc2)c2sc(N3CCCCC3)nc2c1=O,-1.8,-7.1,-7.4
Cc1ccc(C(=O)Nc2cccc(Cl)c2-n2cncn2)cn1,-0.6,5.1,.
CCCCCNC(=O)c1cc(-c2ccccc2)nc2cc(C(C)(C)C)nn12,15.2,-8.0,-9.6
O=C(O)C1C2CC3C1C(=O)Oc1ccc(Br)cc1C1c4sc(=O)[nH]c4SC2C13 (configuration not stated),12.6,-0.9,41.4*
Cc1c(-c2cc(C(=O)N3[C@@H]4CC[C@H]3CN(C)C(=O)C4)no2)cnn1C,3.0&15.8,-3.5&-15.4,.
CC(C)(C)C(=O)N=c1c2c3c(sc2nc2n1CCCCC2)CCCC3,5.3,-8.8&-6.2,-5.3
COCc1cc(N2CCN(C/C=C/c3ccccc3)CC2)nc(SCc2ccc(C(=O)NC3CC3)o2)n1,7.1,-8.4,-3.5
CC(C)CCN(CC(=O)N1CCc2sccc2C1c1ccc(Cl)cc1Cl)C(=O)Cc1cccs1 (configuration not stated),-4.9,5.9,0.9
CCOC(=O)C1(Cc2ccccc2)CCCN(Cc2ccn[nH]2)C1 (configuration not stated),-1.4,-13.4,.
O=C(NCCc1nc(-c2ccncc2)n[nH]1)C1(c2ccccc2F)CC1,26.1,-2.3,-11.9
Cc1ccc(NC(=O)c2cccs2)cc1N1CCCS1(=O)=O,-3.6,0.7,.
CO/N=C(/C(=O)NCCc1ccccc1)c1csc(NC=O)n1,6.3,-5.4,-3.9
NC(=O)c1sc(=S)n(-c2ccccc2)c1N,-13.7,-3.9,-5.7
O=C(Nc1ccccc1)c1nnc(/C(Cl)=C\c2cccnc2)s1,6.4,-7.3,.
O=C(COC(=O)C=Cc1ccco1)NCCN1C(=O)CSC1=O,-2.0,-7.8,-10.1
COC(=O)c1[nH]ncc1CN1CCN(Cc2cccc(F)c2)CC1,3.2,-3.2,.
CCC(O)CN(CCCOC)Cc1cccn1Cc1ccc(C(C)(C)C)cc1 (configuration not stated),29.3,-10.9,-5.4
CCc1nn(C)c(Cl)c1CN1CCOCC(CO)C1 (configuration not stated),.,-13.3,-7.1
Cc1cccc(OCC(=O)Nc2ccc3c(c2)OCC(C)(C)C(=O)N3CCC(C)C)c1,-1.5,9.4,.
CC1(C)Cc2c(cnn2-c2ccccc2)C(NCc2cccn2-c2cccnc2)C1 (configuration not stated),.,-5.4,-7.8
CC(C)c1cc(Cn2ccnc2-c2ccc(C3CCCCO3)o2)on1 (configuration not stated),17.5,-8.4,.
C=CC(C)(O)CN(Cc1ccccc1OC)C1CC1 (configuration not stated),25.0,-5.0,-4.1

# Part of the list above in another layout.
Compound: CCC(O)CN(CCCOC)Cc1cccn1Cc1ccc(C(C)(C)C)cc1 (configuration not stated)
  NPYLR7 agonist: 29.3
  hcGAS lum: -10.9
  mcGAS inh: -5.4
Compound: COC(=O)c1[nH]ncc1CN1CCN(Cc2cccc(F)c2)CC1
  NPYLR7 agonist: 3.2
  hcGAS lum: -3.2
  mcGAS inh: .
Compound: CC1(C)Cc2c(cnn2-c2ccccc2)C(NCc2cccn2-c2cccnc2)C1 (configuration not stated)
  NPYLR7 agonist: .
  hcGAS lum: -5.4
  mcGAS inh: -7.8

# Continued:
SMILES,NPYLR7 agonist,hcGAS lum,mcGAS inh
Cc1cn2c3c(=O)n(CCCc4ccccc4)c(=O)n(C)c3nc2n1Cc1ccco1,0.7,10.0,-2.0
COc1ccc(Cl)cc1NC(=O)CSc1nc2c(cnn2CCO)c(=O)[nH]1,4.2,-3.8,.
COc1ccc(/C=N\Nc2cc(N(C)C)nc(N(C)C)n2)cc1,-4.5,-1.2,-0.4
COc1cc(-c2ccnc(N3CCN(C(=O)COc4cccc(Cl)c4)CC3)n2)cc(OC)c1OC,8.4,-0.2,-4.8
CC1CC(C)CN(C(=O)C2CCN(S(=O)(=O)c3ccc4c(c3)CCC4)CC2)C1 (configuration not stated),2.7,-4.4,-5.8
CNC(=O)Oc1ccc2c(c1)[C@]1(C)CCN(C)[C@@H]1N2C,-11.6&-5.4&-4.7&-7.4&-7.7,-3.0&-3.6&-6.2&-5.4&-4.2&-2.8,-2.6&-2.6
CCOc1cccc(OCCOc2cccc(Br)c2)c1,-7.5,-6.5,.
CCOC(=O)CCC(=O)Nc1ccc(-n2nc(OCC)nc2-c2ccccc2C)cc1,-5.2,-4.1,-4.6
CCCCN(Cc1ccccc1)C(=O)c1cc(-c2cc(OC)c(OC)c(OC)c2)nc2ccccc12,10.8,-0.8,-6.2
CC(C)(C)CC(C)(C)Nc1c(-c2ccccc2OC(=O)CCc2ccccc2)nc2ccccn12,15.8,-9.5,-4.8
CCc1ccc(NC(=O)C(=O)NCc2cccc(OC)c2)cc1,32.6,2.5,.
CCCN(CC1CC1)C(=O)COC(=O)c1[nH]c(C)c(C(=O)OCC)c1C,-0.4,-3.2,.
Cc1cc2occ(CC(=O)N3CCNC(=O)C3)c2cc1C(C)C,3.1,-5.0,-3.8
O=C(C1CCN(Cc2nnnn2-c2ccccc2)CC1)N1CCCCCC1,5.7,4.8,-2.3
COc1cccc(NC(=O)CCC2CCN(C(=O)CSc3ccccc3)CC2)c1,17.8&8.8,-6.0&-7.5,.
Cc1ccc(-c2cc(NC(=O)c3ccc(F)cc3Cl)n(-c3ccccc3)n2)cc1,15.6,-1.6,-6.2
CC(C)(C)NC(=O)C1CCCN1c1nnc(N2CCCC2=O)s1 (configuration not stated),5.6,-7.3,.
